PG9 binder: binders of HIV-1 gp120 antibody PG9, primary screen, biochemical, TR-FRET | TR-FRET gp120-PG9 antibody binding | inhibition, % at 6.7 µM | 360,000 compounds, 0.43% hits; in the data active = inhibition above about 8.5%
MBD2 DNA inh: inhibitors of MBD2 binding to methylated DNA, primary screen, biochemical, TR-FRET, DNA-binding domain, human; Methyl-CpG-binding domain protein 2 (Homo sapiens), Q9UBB5; MBD2 binding to methylated oligonucleotide; inhibition, % at 4.4 µM; 370,000 compounds, 0.31% hits; AID 686964, 2013; in the data active = inhibition above about 13%
Target sequence (Q9UBB5 whole entry, looked up, the tested form may be a part): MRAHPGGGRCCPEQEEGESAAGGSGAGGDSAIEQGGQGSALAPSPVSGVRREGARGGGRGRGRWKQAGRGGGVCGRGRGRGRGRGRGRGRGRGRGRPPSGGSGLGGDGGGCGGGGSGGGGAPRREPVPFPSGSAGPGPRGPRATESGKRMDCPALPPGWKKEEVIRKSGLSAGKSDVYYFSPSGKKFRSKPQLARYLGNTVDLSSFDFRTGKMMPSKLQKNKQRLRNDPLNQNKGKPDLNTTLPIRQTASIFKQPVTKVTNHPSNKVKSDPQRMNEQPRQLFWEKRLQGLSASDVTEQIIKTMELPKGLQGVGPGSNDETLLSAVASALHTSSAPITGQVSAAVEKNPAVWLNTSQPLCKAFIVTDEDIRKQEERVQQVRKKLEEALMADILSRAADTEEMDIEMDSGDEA
LEDGF integ inh: blockers of LEDGF/p75-dependent integrase strand transfer – biochemical, TR-FRET, high throughput, primary screen. HIV-1 integrase (with human LEDGF/p75). TR-FRET IN-LEDGF/p75 DNA integration, Eu/Cy5. inhibition, % at 3.7 µM. 370,000 compounds, 0.64% hits;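 active = inhibition above the screen-wide mean plus 3 SD, cut at about 13% in these data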;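 note: signal is the Cy5 over europium emission ratio at 671 and 618 nm; 0% = plate median of compound wells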
PRMT1 inh: PRMT1 methyltransferase inhibitors, primary screen, biochemical, fluorescence polarization; recombinant PRMT1, activity-based probe fluorescence polarization; inhibition, % at 2.79 µM; 370,000 compounds, 1.3% hits; AID 652257, 2013;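 active = inhibition above about 21% made by adding two undisclosed values, limit read from the data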
rCAG RNA binder: binders of r(CAG) RNA repeats, primary screen, biochemical, fluorescence; AID 651821, 2012; 370,000 compounds, 1.3% hits; r(CAG) RNA repeat, TO-PRO-1 dye displacement fluorescence; inhibition, % at 3 µM;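 active = inhibition above the plate cutoff, the mean of all test compounds on that plate plus 3 SD, cut at about 35% in these data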;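 note: 0% = DMSO alone and 100% = 100 µM mitoxantrone as full dye displacement; higher means more dye released from RNA so lower well fluorescence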
NR1D1 modulator: modulators of Rev-erb alpha DNA binding, primary screen, biochemical, FITC-DNA, fluorescence polarization, uHTS; Nuclear receptor subfamily 1 group D member 1 (Homo sapiens), P20393; Rev-erbα–FITC-DNA binding, 90 min; activity, % at 10 µM; 370,000 compounds, 0.79% hits;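 active = activity above about 14%, limit read from the data; passing the limit was not always enough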;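 note: 0% = DMSO wells with 35 nM protein and 100% = DMSO wells with 750 nM protein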
HTRA1 inh: HTRA1 serine protease inhibitors, primary screen, biochemical, fluorescence polarization, HTS. recombinant HTRA1, FP-rhodamine activity-based probe. inhibition, % at 5.96 µM. 340,000 compounds, 0.5% hits; in the data active = inhibition above about 36%;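 note: 0% = enzyme with DMSO and 100% = wells lacking enzyme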
mABHD4 FP: ABHD4 inhibitors, primary screen, biochemical, fluorescence polarization, mouse; purified mABHD4, FP-Rh probe fluorescence polarization; inhibition, % at 8.92 µM; 370,000 compounds, 0.54% hits; (Lyso)-N-acylphosphatidylethanolamine lipase (Mus musculus), Q8VD66;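 active = inhibition exceeding the mean over every tested compound plus 3 SD, cut at about 30% in these data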;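 note: 0% = plate median of compound wells and 100% = S159A mutant with DMSO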
Target sequence (Q8VD66 whole entry, looked up): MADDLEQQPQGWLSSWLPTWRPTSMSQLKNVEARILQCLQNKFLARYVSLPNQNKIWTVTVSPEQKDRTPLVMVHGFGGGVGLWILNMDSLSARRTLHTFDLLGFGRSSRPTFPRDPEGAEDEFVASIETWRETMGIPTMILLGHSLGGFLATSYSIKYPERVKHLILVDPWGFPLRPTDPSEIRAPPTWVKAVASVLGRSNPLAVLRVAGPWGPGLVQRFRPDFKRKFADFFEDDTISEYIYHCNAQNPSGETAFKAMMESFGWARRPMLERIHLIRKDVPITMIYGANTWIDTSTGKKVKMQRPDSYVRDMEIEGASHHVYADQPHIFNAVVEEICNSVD
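Assay system: mABHD4 protein; medium: HEPES pH 7.0, NaCl, Pluronic buffer; dosing: 8.92 µM, single dose; schedule: 45 min + 60 min at 25 °C; signal: FP readout, ex 525 nm / em 598 nm; read-out: normalized percent inhibition of probe labeling; repeats: single replicate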
UHRF1 MBD2 ctr: UHRF1 methylated DNA binding inhibitors, primary screen, counter-screen for MBD2 inhibitor project, biochemical, TR-FRET, human UHRF1, single concentration; E3 ubiquitin-protein ligase UHRF1 (Homo sapiens), Q96T88; UHRF1 binding to methylated oligo; inhibition, % at 4.4 µM; 370,000 compounds, 0.75% hits; AID 687016, 2013; in the data active = inhibition above about 21%;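 note: UHRF1 SRA domain binding a hemimethylated CpG hairpin DNA probe; 0% = median of test compound wells and 100% = reference inhibitor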
TCR CD3 inh: inhibitors of human TCR-CD3 interaction, primary screen, biochemical, fluorescence, TAMRA-labeled TCR probe; T-cell receptor (TCR); inhibition, % at 9.4 µM; 360,000 compounds, 0.37% hits; AID 651800, 2012; in the data active = inhibition above about 19%;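 note: recombinant mutant TCR 2C K166C tagged with TAMRA read by polarization; 0% = receptor in buffer alone and 100% = receptor with positive control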
Active calls of the source: *; . = no result given.

Values run as follows: mABHD4 FP	NR1D1 modulator	TCR CD3 inh	HTRA1 inh	UHRF1 MBD2 ctr	PRMT1 inh	MBD2 DNA inh	PG9 binder	LEDGF integ inh	rCAG RNA binder
- C[C@H](NC(=O)c1nc[nH]c1C(=O)N(C)CCO)c1ccccc1
→ 0	0	2	.	1	-1	-3	0.2	-1	2
- Cc1ccc(S(=O)(=O)Nc2ccc3c(c2)C(=O)N([C@H](C)CO)C[C@H](C)[C@@H](CN(C)C(=O)Nc2ccc(C(F)(F)F)cc2)O3)cc1
→ -15	-4	3	-44	4	2	-1	0.6	-3	10
- COc1ccc(CNC(=O)CCN2C(=O)c3ccccc3C2=O)cc1OC
→ -6	-1	5	2	-4	-6	-5	-0.9	4	0
- CN(/N=C/c1ccc2c(c1)OCO2)c1nc(N2CCOCC2)nc(N2CCOCC2)n1
→ -4	-4	8	-8	1	-3	6	-1.1	1	-6
- N#Cc1c(NCCN)nc(-c2ccccc2)c2c1CCCC2
→ 3	1	-3	-35	3	-1	3	0.0	3	13
- COc1ccc(S(=O)(=O)N2CCOC2CNC(=O)C(=O)NCCc2c[nH]c3ccccc23)cc1 (stereo not given)
→ 0	0	-5	-5	-1	-2	3	0.5	1	6
- CC1(C)CC(=O)C(N=Nc2cc3c(cc2[N+](=O)[O-])OCCO3)=C(O)C1
→ 0	13	-8	-3	-6	-1	-4	-1.2	-1	2
- CCCC(NC(=O)COc1cc2c(c3oc(=O)cc(C)c13)CCC(C)(C)O2)C(=O)O (stereo not given)
→ -3	-4	1	2	2	-1	1	-0.3	1	3
- S=C(NN=Cc1ccc2c(c1)OCO2)NN=Cc1ccc2c(c1)OCO2
→ 9	7	5	6	-3	-2	1	-3.2	2	9
- Cc1ccc2nc(-c3ccc(C#N)cc3)c(Cc3ccccn3)n2c1
→ 1	-1	-7	.	20	2	2	0.1	-7	5
- Cc1nn(-c2ccccc2C(F)(F)F)c(=O)c2noc(C)c12
→ -3	2	11	2	2	-2	-3	0.5	-1	0
- O=C(C1CCCCC1)N1CCN(S(=O)(=O)c2ccc(Br)cc2)CC1
→ -5	-5	4	-4	-4	-4	-3	-0.8	0	-5
- OC(C#CCN1CCOCC1)(c1ccccc1)C1CC1 (stereo not given)
→ -1	0	8	1	9	-2	-2	1.4	2	-3
- COC(=O)Cc1c[nH]c2cccc(OCC(O)CN(Cc3ccc([N+](=O)[O-])cc3)C(C)(C)C)c12 (stereo not given)
→ 6	-2	3	-5	-1	0	-3	-3.7	0	1
- CCCCCCOC(=O)CC1CC(C(C)=O)C1(C)C (stereo not given)
→ 6	-2	-6	-2	1	1	6	0.7	0	1
- CCOC(=O)C1(Cc2ccc(OC)cc2)CCN(C(=O)c2sc(C)nc2C)CC1
→ -2	2	-1	6	0	-2	-1	-0.7	4	-6
- CCCCNC(=O)C1C(c2ccccc2)=Nc2ccccc2N1C(=O)c1ccc(C(F)(F)F)cc1 (stereo not given)
→ -5	6	-3	.	0	-1	0	-2.2	-2	1
- Cn1c(N)c(C(=O)COC(=O)c2cc(-c3ccco3)nc3ccccc23)c(=O)n(C)c1=O
→ -5	-30	18	24	19	22*	10	-0.3	29*	49*
- COc1ccc(NC(=O)CN2C(=O)COc3ccc(C)cc32)c(OC)c1
→ -1	1	-7	-7	4	1	-1	0.8	0	-5
- S=C(NCCSCc1c(Cl)cccc1Cl)Nc1ccccc1
→ -29	10	3	-48	-2	-1	0	-2.9	-1	2
- Cn1cc(CCOCc2ccccc2)c2ccccc21
→ -2	3	2	.	-1	1	-3	0.3	4	2
- O=C(O)COc1cccc(NC(=O)C2CCCO2)c1 (stereo not given)
→ -7	1	2	1	4	-2	-4	2.0	2	1
- COc1ccc(OC)c(NC(=O)c2cc3c(cc2Cl)N2CCCCCC2=NS3(=O)=O)c1
→ -1	1	-6	-9	0	0	5	-2.4	0	5
- COC(=O)c1c(C)oc(C)c1S(=O)(=O)N(Cc1ccccc1)C(C)C
→ -4	1	-5	.	0	0	3	1.1	-1	-5
- CC(C)c1nnc(NC(=O)CCC2CCCCC2)s1
→ -7	2	-3	-2	0	2	4	1.2	-5	-1
- CN(CCc1ccccc1)C(=O)c1cccc(NC(=O)Cc2ccc([N+](=O)[O-])cc2)c1
→ 3	-1	1	-5	-5	-1	-7	-1.6	1	2
- O=C(CSc1ccccc1)N1CCc2ccccc21
→ 0	-1	-8	-4	22*	2	14*	0.5	4	-3
- Cc1[nH]c2ccc(C(=O)NCC(C)(C)N3CCOCC3)cc2c1C
→ 4	1	-5	0	1	-1	2	-2.8	3	-3
- O=C(NCC(c1ccco1)N1CCc2ccccc2C1)c1ccccc1 (stereo not given)
→ -1	-8	1	4	1	-1	-1	1.0	1	-5
- O=C(c1ccco1)N1CCN(Cc2cc(=O)c(OCc3ccccc3Cl)co2)CC1
→ 2	2	0	5	-3	2	2	0.4	2	-6
- Cc1nc(SCC(=O)c2cc3ccccc3oc2=O)c(C#N)c(-c2cccs2)c1C(=O)Nc1ccccc1
→ -12	8	1	-20	2	6	6	0.7	-7	17
- O=S(=O)(Nc1ncccn1)c1ccc(NC(=S)Nc2ccc(Cl)cc2)cc1
→ -3	-4	3	1	-1	-3	-6	0.6	1	1
- CCc1nnc(NC(=O)C(=O)NCCOC(=O)c2ccccc2Cl)s1
→ 2	0	-2	4	0	-1	-5	2.6	0	2
- NC(=O)Cn1nc([N+](=O)[O-])nc1Oc1ccc(Br)cc1
→ -1	-6	1	4	-2	-3	-3	0.1	3	-1
- COc1ccc(N2CCN(C(=O)C3CCCN(S(=O)(=O)c4cccc5cccnc45)C3)CC2)cc1 (stereo not given)
→ 3	3	-1	10	-2	4	-1	-0.9	4	1
- Cc1ccc(-c2nn3c(C)nnc3s2)cc1NC(=O)c1ccc(OC(C)C)cc1
→ -9	2	0	-19	1	-3	-1	0.2	1	9
- CC12CN3CCN(CC(C3)/C1=N/N=C/c1cccc([N+](=O)[O-])c1)C2
→ -1	1	1	3	6	-6	2	-3.6	0	-1
- O=C(COc1ccc(Cl)cc1)OCc1csc(Nc2ccccc2)n1
→ 0	-2	10	-18	0	2	-2	-2.6	-3	3
- O=C(c1ccc(CN2CCc3ccccc3C2)cc1)N1CCc2ccccc2C1
→ 5	2	1	6	-3	-1	-2	-2.1	0	1
- Cn1cc(CNCc2ccc(OC(F)(F)F)cc2)c(-c2ccc3c(c2)OCCO3)n1
→ 2	6	-15	-4	0	3	0	-0.7	-2	-9
- CC1(C)Cc2cccc(OCC(=O)OCc3nnc(-c4ccc([N+](=O)[O-])cc4)o3)c2O1
→ 0	4	1	2	-1	-2	-4	-0.7	-1	4
- Oc1ccc(-c2[nH]nc(-c3ccccc3)c2-c2nc3ccccc3[nH]2)cc1
→ -14	6	8	-28	-2	-1	-2	0.3	-1	6
- CN(Cc1ccccc1)C(=O)CCc1ccccc1
→ 1	1	-3	1	4	2	1	0.9	2	-1
- Cc1ccc(C)c(NC(=O)CN2C(=O)c3ccccc3C2=O)c1
→ -2	4	-10	.	0	-2	-5	-2.6	6	2
- CCOc1ccc2oc(C(=O)OC(C(=O)NC(N)=O)C(C)C)c(C)c2c1 (stereo not given)
→ 8	-8	2	-28	8	2	-2	-1.5	2	2
- CCOC(=O)c1sc(NC(C)=O)cc1C
→ -1	1	3	2	2	-4	-1	-3.4	-1	-1
- COc1cc2c(cc1OC)CN(CCC(=O)c1ccc(Br)cc1)CC2
→ -3	4	13	-3	0	11	-1	-0.6	0	-7
- Cc1cc(C)cc(NS(=O)(=O)c2ccc3oc(=O)ccc3c2)c1
→ -7	3	1	-14	2	2	-2	-1.1	7	5
- CCCC(=O)N1CCCC1(C)C(=O)NCc1ccc(F)cc1Cl (stereo not given)
→ 2	-5	2	.	-1	-3	3	0.0	-1	0
- COC(=O)c1cccc2c1NC(=O)C2=O
→ 1	-5	-2	4	-8	-2	-8	-2.3	-1	2

Other entries
Values run as follows: mABHD4 FP	NR1D1 modulator	TCR CD3 inh	HTRA1 inh	UHRF1 MBD2 ctr	PRMT1 inh	MBD2 DNA inh	PG9 binder	LEDGF integ inh	rCAG RNA binder
- COc1ccc(Cn2nnnc2CN2CCC(O)(c3ccccc3F)CC2)cc1
→ -4	2	0	1	1	0	3	0.5	2	-3
- Fc1cnc(N2CCOCC2)nc1N1CCc2ccccc21
→ -10	8	-5	-6	1	1	-1	1.9	-1	-1
- C/C(=N\NC(=O)c1ccccc1O)c1ccc(NC(=O)c2ccccc2)cc1
→ 4	-1	5	-3	-1	-2	-3	-1.5	0	-1
- COc1ccc(NC(=O)Nc2ccncc2)c(OC)c1
→ -5	-2	-4	10	6	4	2	1.0	0	-2
- O=C(C[C@H]1CC[C@@H](NS(=O)(=O)c2ccccc2)[C@@H](CO)O1)NCc1ccc(Cl)c(Cl)c1
→ -1	1	2	.	-1	3	-6	-1.1	0	1
- COc1cccc(/C=N/NC(=O)c2cccs2)c1
→ 1	0	7	1	-1	-3	-3	-1.9	-1	0
- O=C(O)c1ccc(COc2c(F)c(F)cc(F)c2F)o1
→ 1	9	1	0	6	2	-1	-2.2	6	1
- C/C(CC(=O)Nc1cc(C)ccn1)=N\NC(=O)c1cccc(F)c1
→ -3	-8	-6	-2	-12	0	-10	2.5	0	1
- O=C1NC(=O)/C(=C\c2ccccc2OCc2ccccc2)S1
→ -28	-1	3	-53	-1	4	-3	-0.4	2	69*
- CCN(CC(=O)Nc1c(F)cccc1F)C(=O)CCCOc1ccccc1
→ 7	7	-4	-6	3	3	-1	1.6	-6	-9

Copied from the results shown, three compounds:
Values run as follows: mABHD4 FP	NR1D1 modulator	TCR CD3 inh	HTRA1 inh	UHRF1 MBD2 ctr	PRMT1 inh	MBD2 DNA inh	PG9 binder	LEDGF integ inh	rCAG RNA binder
- COc1ccc(Cn2nnnc2CN2CCC(O)(c3ccccc3F)CC2)cc1
→ -4	2	0	1	1	0	3	0.5	2	-3
- Fc1cnc(N2CCOCC2)nc1N1CCc2ccccc21
→ -10	8	-5	-6	1	1	-1	1.9	-1	-1
- C/C(=N\NC(=O)c1ccccc1O)c1ccc(NC(=O)c2ccccc2)cc1
→ 4	-1	5	-3	-1	-2	-3	-1.5	0	-1

(listing goes on)
Values run as follows: mABHD4 FP	NR1D1 modulator	TCR CD3 inh	HTRA1 inh	UHRF1 MBD2 ctr	PRMT1 inh	MBD2 DNA inh	PG9 binder	LEDGF integ inh	rCAG RNA binder
- COCCn1c(SCC(=O)Nc2cc(C(C)(C)C)nn2-c2ccccc2)nnc1-c1ccncc1
→ 3	-4	3	-2	-6	-1	-5	-0.7	3	-4
- CN1C(=O)c2ccc(NC(=S)NC(=O)C(C)(C)C)cc2C1=O
→ -4	-6	4	2	4	-3	5	-0.6	1	-1
- COc1ccccc1NC(=O)CN1C(=O)NC(CC(C)C)C1=O (stereo not given)
→ -2	-1	10	1	20	2	7	-0.3	-1	1
- CCOC(=O)c1c(C)[nH]c(C(=O)OCC(=O)Nc2ccccc2)c1C
→ -7	-2	0	-6	-2	0	3	-3.1	-1	0

This is a subset (hit frequency here may not be typical).
